Screening data: PubChem, Sanford-Burnham Center for Chemical Genomics
Gli-Sufu block: Gli-Sufu pathway antagonists, primary screen, luciferase luminescence, Sufu-KO-LIGHT cells, uHTS; inhibition, % at 5 µM; actives 0.74% (n = 340,000); Sufu-KO-LIGHT fibroblasts, Gli luciferase reporter luminescence; AID 588413, 2011;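 active means inhibition above about 55%, limit read from the data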;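 further: 0% = DMSO-treated cells and 100% = wells with medium but no cells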
Mdm2-MdmX inh: inhibitors of human Mdm2-MdmX association, primary screen, cell-based, luminescence, split luciferase, SaOS-2, uHTS; AID 485346, 2010; inhibition, % at 8 µM; SaOS-2 split-luciferase Mdm2/MdmX complementation; actives 3% (n = 330,000);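 active means inhibition of at least 50% at 8 µM in the primary screen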
Target sequence (O15151 whole entry, looked up): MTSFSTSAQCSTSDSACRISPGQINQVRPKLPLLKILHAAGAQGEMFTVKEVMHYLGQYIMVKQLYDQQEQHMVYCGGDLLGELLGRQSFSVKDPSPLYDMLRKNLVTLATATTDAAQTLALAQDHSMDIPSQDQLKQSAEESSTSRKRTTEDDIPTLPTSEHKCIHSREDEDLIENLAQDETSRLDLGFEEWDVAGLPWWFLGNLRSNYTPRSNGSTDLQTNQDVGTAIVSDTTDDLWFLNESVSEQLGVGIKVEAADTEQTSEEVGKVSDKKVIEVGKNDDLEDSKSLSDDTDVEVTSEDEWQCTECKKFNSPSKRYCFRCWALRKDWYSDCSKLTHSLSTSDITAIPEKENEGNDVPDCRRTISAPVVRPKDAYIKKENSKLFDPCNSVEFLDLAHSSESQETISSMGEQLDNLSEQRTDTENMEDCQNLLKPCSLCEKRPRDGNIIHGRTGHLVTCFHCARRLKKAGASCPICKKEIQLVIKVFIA
Target sequence (Q00987 whole entry, looked up): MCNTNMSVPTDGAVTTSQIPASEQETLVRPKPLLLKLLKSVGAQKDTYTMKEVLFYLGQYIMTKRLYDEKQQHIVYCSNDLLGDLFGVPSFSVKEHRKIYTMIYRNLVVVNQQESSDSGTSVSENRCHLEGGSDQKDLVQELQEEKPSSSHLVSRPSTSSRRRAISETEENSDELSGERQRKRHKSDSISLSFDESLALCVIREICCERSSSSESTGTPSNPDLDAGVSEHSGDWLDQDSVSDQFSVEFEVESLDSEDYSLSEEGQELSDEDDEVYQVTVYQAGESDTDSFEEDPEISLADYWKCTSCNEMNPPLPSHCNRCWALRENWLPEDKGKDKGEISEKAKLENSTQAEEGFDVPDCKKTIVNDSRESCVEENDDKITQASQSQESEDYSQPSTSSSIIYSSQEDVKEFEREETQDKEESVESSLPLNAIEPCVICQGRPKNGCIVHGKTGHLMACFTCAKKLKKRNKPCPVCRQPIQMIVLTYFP
UPR XBP1 act: activators of adaptive XBP1 UPR arm, primary screen, cell-based, CHO-XBP1 luciferase reporter, luminescence, uHTS; IRE1-XBP1 UPR activation; percent of tunicamycin response, DMSO as zero; activation, % at 20 µM; actives 0.33% (n = 330,000); AID 463104, 2010;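 active means versus positive control, 20 µM dose yields 30% or more activation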;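 further: 100% = tunicamycin at 10 µg/mL and 0% = DMSO only wells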
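Material: CHO-XBP1 cells stably carrying IRE1-XBP1-driven luciferase reporter / Amount: 1000 cells per well / Compound: 20 µM, 1% DMSO / Times: 6 h treatment, 37 °C / Detection: luciferase luminescence / Measure: % activation of reporter signal versus tunicamycin and DMSO controls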
CXCR6 inh: CXCR6 receptor inhibitors, primary screen, cell-based, beta-arrestin, luminescence, CHO-K1 PathHunter, 1536-well; C-X-C chemokine receptor type 6 (Homo sapiens), O00574; actives 0.36% (n = 360,000); inhibition, % at 20 µM; AID 602244, 2012; in the data active means inhibition above about 34%, passing the limit was not always enough;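 further: antagonist mode with CXCL16 agonist at 10 nM final; 0% = 10 nM CXCL16 with DMSO and 100% = unstimulated wells without agonist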
CHOP UPR activ: activators of apoptotic CHOP UPR arm, primary screen, cell-based, CHO-CHOP luciferase reporter, luminescence, uHTS; UPR activation; percent of tunicamycin response over DMSO baseline; activation, % at 10 µM; actives 0.34% (n = 330,000);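 active means at 10 µM dose, activation of 40% or more, normalized to positive control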;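 further: 100% = tunicamycin at 10 µg/mL and 0% = DMSO alone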
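Test system: CHO-CHOP cells, stable luciferase reporter of PERK-eIF2a-CHOP signalling | Quantity: 500 CHO-CHOP cells per well | Buffer or medium: F12 plus 10% serum | Compound dosing: 10 µM single point, 0.5% DMSO | Schedule: 6 h compound treatment, 37 °C | Signal: Luciferase luminescence | Control set: Tunicamycin high control, DMSO low control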
Jurkat NFkB inh: inhibitors of induced NF-kB luciferase reporter, primary screen, TCR NF-kB activation inhibitor project, cell-based, luminescence, uHTS | AID 435003, 2010 | inhibition, % at 4 µM | Jurkat, PMA/ionomycin-induced NF-kB luciferase reporter | actives 0.53% (n = 330,000); in the data active means inhibition above about 50%
EBI2 antag: EBI2 receptor antagonists, beta-arrestin recruitment, primary screen, cell-based, luminescence, 7a,25-OHC stimulation, uHTS; G-protein coupled receptor 183 (Homo sapiens), P32249; 7a,25-OHC stimulated; inhibition, % at 5 µM; actives 0.81% (n = 360,000); AID 651636, 2012; in the data active means inhibition above about 38%;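 further: enzyme fragment complementation signal reports receptor beta-arrestin coupling in cells; 0% = agonist plus DMSO wells and 100% = wells without agonist; some results beyond the cut were filed as inactive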
CCR6 antag: CCR6 receptor antagonists, primary screen, cell-based, CHO-K1, luminescence, beta-arrestin, uHTS | C-C chemokine receptor type 6 (Homo sapiens), P51684 | CHO-K1 CCR6 PathHunter beta-arrestin, CCL20-stimulated | inhibition, % at 20 µM | actives 0.49% (n = 340,000);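 active means compounds whose inhibition of the agonist-driven luminescence signal at 20 µM reaches about 50%, limit read from the data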;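 further: cells stimulated with CCL20 at 14 nM final; plate controls were DMSO with CCL20 for no effect and DMSO without agonist for full effect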
697 NFkB inh: inhibitors of PMA/ionomycin-induced NF-kB reporter, 697 cells, primary screen, B-cell NF-kB inhibitor project, cell-based, luminescence, uHTS; 697 B-cell NF-kB luciferase reporter, 16 h; inhibition, % at 4 µM; actives 0.33% (n = 330,000); AID 435022, 2010; in the data active means inhibition above about 35%
The depositor's hits bear a star; x = not tested or not shown; & = joins results of further samples.

SMILES | Gli-Sufu block | Mdm2-MdmX inh | UPR XBP1 act | CXCR6 inh | CHOP UPR activ | Jurkat NFkB inh | EBI2 antag | CCR6 antag | 697 NFkB inh
Cc1ccc(Cl)cc1N1CCN(C(=O)C2CCC(=O)N2C(C)C)CC1 (stereo unspecified) | 12 | 14 | -1 | -4 | 0.1 | -23 | -3 | 8 | 1
COc1ccc(S(=O)(=O)N(C)CC(=O)N2CCCCCC2)cc1OC | -7 | -4 | -1 | -9 | 1.6 | -4 | -8 | 5 | -19
Cc1ccc(C(C)C)c(OCCN2C(=O)NC(C)(C)C2=O)c1 | 3 | 20 | 1 | 2 | 0.6 | -2 | -7 | 18 | 1
N/C(=N\OC(=O)c1ccccc1Cl)c1ccncc1 | -52 | -156 | 3 | -7 | 2.6 | -92 | 1 | -5 | -87
CCc1c(C)nc(SCC(=O)N2CCCCC2C)[nH]c1=O (stereo unspecified) | -2 | -3 | 0 | -4 | 2.4 | 4 | -3 | -11 | -7
O=C(COc1cccc(C(F)(F)F)c1)Nc1ccccc1N1CCCCC1 | 7 | -3 | -2 | -13 | 2.6 | 4 | 9 | 2 | 1
CCC(C(=O)OCC(=O)NC1CCS(=O)(=O)C1)c1ccccc1 (stereo unspecified) | 1 | -2 | 2 | 4 | -1.2 | 12 | -4 | 8 | 17
CC(=O)C1=C(O)C(=O)N(CCNCCO)C1c1ccccc1 (stereo unspecified) | -7 | -5 | -3 | -5 | 0.8 | 0 | -4 | 13 | -4
O=C(COc1ccc(Cl)cc1)NNC(=O)c1cccnc1 | -8 | 8 | -3 | -2 | -1.8 | 8 | 6 | 2 | 10
COc1ccc(CN2CCNC(=O)C2CC(=O)NCc2ccc(C)s2)c(OC)c1 (stereo unspecified) | -4 | 2 | 2 | 2 | 0.6 | 13 | -4 | 5 | 7
COC(=O)c1cc(S(=O)(=O)Nc2nn(C)c3cccc(F)c23)oc1C | 6 | -1 | -2 | 5 | -1.0 | -10 | 0 | 5 | 4
CC(=O)c1cccc(N(CC(=O)Nc2ccc(F)cc2F)S(C)(=O)=O)c1 | -13 | 4 | 0 | -7 | 2.9 | 4 | -1 | 4 | 6
COc1ccc(NC(=O)c2ccccc2O)c(OC)c1 | -40 | -109 | 5 | 7 | 4.0 | -73 | -3 | 2 | -122
CCOC(=O)c1cnc2ccc(C)cc2c1NCCN1CCOCC1 | 21 | -6 | 1 | 1 | -1.7 | 10 | 5 | 15 | -23
CCc1cccc2c(C(=O)CSc3nnc(C4CC4)o3)c[nH]c12 | -7 | -29 | 2 | -4 | 0.5 | -17 | -10 | 3 | -13
CC(C)c1ccc(CCNC(=O)c2cccc(S(=O)(=O)N3CCN(C)CC3)c2)cc1 | 11 | -3 | -7 | -15 | 1.9 | 8 | -16 | 20 | -27
CCOC(=O)N1CCN(S(=O)(=O)c2cccs2)CC1 | 5 | 0 | -1 | 3 | 0.9 | -10 | -9 | 0 | -16
Cc1ccc(CNC(=O)CCNC(=O)c2ccc([N+](=O)[O-])cc2)cc1 | -29 | 4 | -4 | -2 | 0.5 | 13 | 5 | -5 | 7
CCC(C(=O)O)n1c2ccccc2c2cn[nH]c(=O)c21 (stereo unspecified) | 0 | 1 | 0 | 1 | 1.7 | 5 | -10 | 2 | 7
CS(=O)(=O)Nc1ccc(C(=O)Nc2ccc3c(c2)OCCO3)cc1 | -24 | -43 | 0 | x | 6.1 | -64 | x | -3 | -81
O=C(O)C1CCN(c2nc(-c3ccccc3)nc3c2oc2ccccc23)CC1 | 10 | 8 | 6 | -5 | 1.2 | 7 | -5 | 11 | 5
Cc1ccc(-c2ccc(C(=O)NCCCNC(=O)c3cnccn3)o2)cc1Cl | -14 | -1 | 3 | -7 | -1.1 | -8 | 5 | 13 | -4
COc1ccc(CCNC(=O)C(C)SCC(=O)Nc2ccc(F)cc2)cc1 (stereo unspecified) | 3 | -4 | -1 | 2 | 1.0 | -1 | 8 | 14 | 4
COc1ccc2c(c1)OC(O)(C(F)(F)C(F)F)CC2=O (stereo unspecified) | -2 | 16 | -2 | -3 | 1.7 | -8 | -4 | 2 | 1
COC1CCCN(Cc2c(C(=O)N3CCc4ccccc4C3)nc3ccc(Cl)cn23)C1 (stereo unspecified) | -7 | 21 | -4 | 2 | 0.3 | -8 | 1 | 9 | -4
CCOCCCNS(=O)(=O)c1ccc(NC(=O)CN2C(=O)c3ccccc3C2=O)cc1 | -10 | -7 | -3 | 6 | 0.7 | 0 | -7 | 0 | 15
Cc1cc([N+](=O)[O-])nn1CCCC(=O)O | 5 | 7 | -3 | -10 | -2.8 | 8 | 3 | 1 | 11
CCOC(=O)CSc1c(-c2cccs2)[nH]c2ccccc12 | 52 | 27 | -1 | -9 | 0.0 | 3 | 4 | 10 | 2
N#C/C(=N\Nc1cccc(F)c1)C(=O)C1CC1 | 3 | 20 | -1 | 4 | -0.2 | -11 | -4 | 2 | -6
Cc1cccc(OCC(=O)Nc2ccncc2)c1C | -11 | 10 | -1 | -25 | 0.2 | 25 | -14 | 2 | 4
CCCC(=O)Nc1ccc(-c2csc(N/N=C\c3ccncc3)n2)cc1 | -24 | 65* | 0 | -6 | 9.5 | -1 | -22 | 7 | -2
CNC(=O)c1cc(NC(=O)CCn2nc(-c3ccc(C)cc3)c3ccccc3c2=O)ccc1OC | -11 | 4 | 1 | 1 | 1.2 | 8 | 7 | 21 | 8
CCOc1ccc(-n2nnnc2SCC(=O)Nc2ccc(NC(C)=O)cc2)cc1 | -9 | 57* | -2 | -2 | 2.7 | -1 | 0 | 13 | 7
FC(F)(F)c1cc(-c2ccco2)nc(N2CCN(Cc3ccccc3)CC2)n1 | 0 | 15 | 0 | 0 | -0.1 | 8 | 8 | 10 | 19
Cc1ccc(CONC(=O)c2ccccc2Cl)cc1 | -18 | -24 | 4 | 5 | -2.0 | -20 | 0 | 12 | -2
Cc1ccc2nc3ccc(N4CCCC4)nn3c(=O)c2c1 | 4 | -51 | 2 | 1 | 2.5 | -44 | -8 | 17 | -33

Marked active in Mdm2-MdmX inh, among the entries above:
compound | Mdm2-MdmX inh | UPR XBP1 act | CXCR6 inh | Jurkat NFkB inh | EBI2 antag | CCR6 antag | 697 NFkB inh
CCCC(=O)Nc1ccc(-c2csc(N/N=C\c3ccncc3)n2)cc1 | 65* | 0 | -6 | -1 | -22 | 7 | -2
CCOc1ccc(-n2nnnc2SCC(=O)Nc2ccc(NC(C)=O)cc2)cc1 | 57* | -2 | -2 | -1 | 0 | 13 | 7

The list continues.
SMILES | Gli-Sufu block | Mdm2-MdmX inh | UPR XBP1 act | CXCR6 inh | CHOP UPR activ | Jurkat NFkB inh | EBI2 antag | CCR6 antag | 697 NFkB inh
CN(C)S(=O)(=O)c1ccc(C(=O)NCCS(=O)(=O)N2CCN(c3ccc(F)cc3)CC2)cc1 | 3 | 6 | -4 | -9 | 2.3 | 18 | -1 | -13 | -29
C(=C\c1sc(Nc2ccccc2)n[n+]1-c1ccccc1)/c1ccccc1 | 12 | x | x | 26 | x | x | -4 | 66* | x
C=CCn1c(SCc2cc([N+](=O)[O-])cc3c2OCOC3)nc2cc(C(=O)O)ccc2c1=O | -9 | -16 | -1 | 10 | 1.4 | 6 | 12 | 19 | 20
COC(=O)c1cccc(Nc2nc3ccccc3nc2C)c1 | -11 | 15 | 2 | -14 | -0.7 | 8 | -16 | -19 | -5
CCOc1ccc(N=c2oc3cc(O)ccc3cc2C(=O)NCC2CCCO2)cc1 (stereo unspecified) | 6 | 16 | 0 | 2 | 0.7 | -5 | 25 | 4 | 12
CC1SC(=S)N(c2ccc(N(C)C)cc2)C1=O (stereo unspecified) | x | 12 | -2 | 12 | -0.3 | 14 | -5 | 9 | 7
Cn1nnnc1SCC(=O)Nc1nc2c(s1)CCCC2 | -56 | -38 | -2 | 1 | 2.5 | -96 | -6 | 10 | -135
COc1ccccc1C(=O)NCC(=O)NCC1(N2CCCCC2)CCCCC1 | -5 | -2 | -2 | 1 | 0.3 | -9 | 1 | -2 | -15
CSc1ccc2c(c1)C(N1CCN(C)CC1)Cc1ccccc1S2 (stereo unspecified) | 9&20 | 69* | 2&19 | -1&2 | 2.4&-0.2 | -4&-13 | 4&-15 | 22&22 | 15&-9
Cc1cccc(NC(=S)N2CCC(C(N)=O)(N3CCCCC3)CC2)c1C | 5 | -1 | 6 | -2 | -0.2 | 0 | 2 | 12 | -1
Nc1nonc1-c1nc2ccccc2n1CC(=O)Nc1ccccc1 | 2 | 78* | -5 | 2 | -0.7 | 31 | 12 | 9 | -4
COc1ccc(-c2cc(=O)oc3c(C)c(OC(=O)c4cccs4)ccc23)cc1 | -9 | 85* | 80* | -4 | 66* | 10 | -18 | 0 | -8

2 of these compounds, reformatted.
canonical_smiles,Gli-Sufu block,Mdm2-MdmX inh,UPR XBP1 act,CXCR6 inh,CHOP UPR activ,Jurkat NFkB inh,EBI2 antag,CCR6 antag,697 NFkB inh
Nc1nonc1-c1nc2ccccc2n1CC(=O)Nc1ccccc1,2,78*,-5,2,-0.7,31,12,9,-4
COc1ccc(-c2cc(=O)oc3c(C)c(OC(=O)c4cccs4)ccc23)cc1,-9,85*,80*,-4,66*,10,-18,0,-8

Other records.
SMILES | Gli-Sufu block | Mdm2-MdmX inh | UPR XBP1 act | CXCR6 inh | CHOP UPR activ | Jurkat NFkB inh | EBI2 antag | CCR6 antag | 697 NFkB inh
CC(C)CC(=O)NC(=S)N1CCCCCC1 | 1 | 16 | 2 | -9 | -1.7 | 7 | -8 | 7 | 5
O=C(OCC(=O)N1CCCC1)c1c(Cl)ccc(Cl)c1Cl | -1 | 5 | -3 | -2 | 1.2 | 3 | -7 | 14 | -1
Cc1ccc(S(=O)(=O)N(C)C)cc1NC(=O)[C@H](Cc1ccccc1)N1C(=O)c2ccccc2C1=O | 4 | 4 | -5 | -2 | -1.1 | 1 | -9 | 15 | 9
O=C(Nc1ccccc1[N+](=O)[O-])c1cccnc1Cl | 4 | 15 | -4 | 0 | 2.5 | -1 | -21 | 5 | 9
O=C(/C=C/c1cccs1)NNC(=O)c1ccccc1 | -25 | -1 | -1 | 0 | 1.5 | -11 | 0 | -2 | -21
COc1ccccc1CNC(=O)Cn1cccc1C(=O)c1ccccc1 | -29 | 7 | -3 | -1 | 1.2 | -24 | -2 | 6 | -22
O=C(CSc1ccc(Cl)cc1)OCc1nnc(-c2ccccc2)o1 | 6 | 16 | 0 | -6 | 1.7 | 15 | 3 | 0 | 1
Cc1ccc(NC(=O)c2c(O)c3ccccc3n(C)c2=O)nc1 | -30 | 30 | 23 | -15 | 2.1 | -36 | 8 | -8 | -88
Cc1ccc2cccc(OCC(=O)Nc3cccc(S(=O)(=O)N4CCCC4)c3)c2n1 | 4 | 6 | 5 | -5 | 3.4 | -19 | -20 | -14 | -6

Outcome played no part in choosing rows (roughly 5% active in at least one column).
